TRPC4 potent: TRPC4 (mouse) allosteric potentiation; HEK293 TRPC4beta/mu-opioid, DAMGO EC20, Fluo-4 Ca2+ flux; active compounds read high; hit rate 0.42% among 310,000; AID 2227; B-score at 10 µM;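 active = B-score of calcium response area above 5 SD of library B-scores, with initial fluorescence ratio within 5 SD of library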;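 also: B-score of integrated fluorescence ratio over time as area under calcium response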
MrgX1 PAM: allosterically activates human MrgX1 receptor signaling. Q96LB2. hit rate 0.63% among 310,000. B-score at 10 µM. AID 588675. MrgX1-HEK293, Fluo-4 calcium flux, FDSS; active compounds read high;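 active = plate-corrected calcium response at least 3 library SD above typical, normal starting fluorescence, not activating the receptor alone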;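 also: compound read alongside a low EC10 to EC30 dose of BAM8-22 agonist; peak minus trough fluorescence over baseline measured at the second addition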
Target sequence (Q96LB2 whole entry, looked up): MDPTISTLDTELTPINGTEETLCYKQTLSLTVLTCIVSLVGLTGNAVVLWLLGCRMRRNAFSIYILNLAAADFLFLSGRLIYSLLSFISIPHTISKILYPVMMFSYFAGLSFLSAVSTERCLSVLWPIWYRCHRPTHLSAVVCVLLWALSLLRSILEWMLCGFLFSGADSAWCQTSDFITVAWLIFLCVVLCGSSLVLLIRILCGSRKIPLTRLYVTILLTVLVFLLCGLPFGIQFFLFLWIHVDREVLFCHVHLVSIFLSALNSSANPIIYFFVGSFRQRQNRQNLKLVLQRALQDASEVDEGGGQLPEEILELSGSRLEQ
MrgX1 agonist: agonists of human MrgX1 receptor; Q96LB2; MrgX1-HEK293 cells, Fluo-4 calcium fluorescence, agonist mode; active compounds read high; B-score at 10 µM; hit rate 0.44% among 310,000; AID 588627;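 active = calcium response B-score plate-corrected fluorescence ratio at least 3 library SD, with starting fluorescence B-score inside 5 SD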
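System – MrgX1-expressing HEK293 cells · Incubation – cells plated overnight, dye loaded 0.5 h 37 °C, 0.5 h room temperature · Technique – kinetic Fluo-4 NW fluorescence of intracellular calcium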
TRPC6 inh: blocks the mouse TRPC6 cation channel | HEK293-TRPC6, membrane potential dye, ACh-evoked depolarization; active compounds read low | B-score at 10 µM | hit rate 1.1% among 310,000;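 active = B-score under library mean minus 3 SD, initial fluorescence not abnormally high, positive integrated signal ratio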;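 also: B-score derived from integrated fluorescence ratio over the kinetic read; more negative B-score means stronger inhibition of depolarization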
TRPC4 block: inhibitors of mouse TRPC4 channel; Q9QUQ5; HEK293 TRPC4beta/mu-opioid, DAMGO-evoked Fluo4 calcium flux; active compounds read low; B-score at 10 µM; hit rate 0.39% among 300,000;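 active = B-score over 3 SD under the library average, no early fluorescence shift, positive overall ratio signal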
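test system = HEK293 cells with stable TRPC4beta plus mu-opioid receptor expression | detection = Fluo4 Ca2+ flux fluorescence | read-out = integrated fluorescence ratio relative to baseline, converted to per-well B score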
TMEM16A act: activates or potentiates the mouse TMEM16A chloride channel; HEK293 TMEM16A/YFP-H148Q/I152L, iodide quench fluorescence; active compounds read low; B-score at 10 µM; hit rate 0.3% among 340,000; AID 623877;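 active = fluorescence-ratio B-score plate-corrected deviation score at least 3 library SD below zero, with starting fluorescence score within 5 deviations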;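 also: channel opened by trigger with iodide after compound preincubation; score built on the fluorescence ratio of max minus min over baseline; more negative score means more quench and so TMEM16A activation or potentiation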
MrgX1 antagonist: human MrgX1 receptor antagonism, primary screen. Q96LB2. MRGX1-HEK293 calcium flux, Fluo-4, BAM8-22 antagonism; active compounds read low. B-score at 10 µM. hit rate 1.3% among 310,000. AID 588676;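 active = calcium-response B-score plate-corrected more than 3 library SD below zero, starting fluorescence within 5 deviations, no agonist response on first addition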;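 also: peak minus trough fluorescence over baseline after final BAM8-22 challenge near maximal dose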
ANO1 block: mouse TMEM16A channel inhibition, primary screen. Q8BHY3. AID 588511. HEK293 TMEM16A/YFP iodide influx fluorescence, ionomycin. hit rate 1.2% among 310,000. normalized B-score (activity score, 25-100; higher = stronger inhibition) at 10 µM;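 active = ratio plate-corrected score three or more library SD toward inhibition, starting fluorescence score within five deviations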;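 also: score derived from kinetic fluorescence span divided by baseline fluorescence per well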
TRPC6 act: activates the mouse TRPC6 cation channel; Q61143; B-score at 10 µM; HEK293-TRPC6 membrane potential dye fluorescence; active compounds read high; AID 2550; hit rate 0.13% among 310,000;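 active = B-score of the integrated fluorescence ratio above library mean plus 3 SD, and starting fluorescence ratio within library mean plus 5 SD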;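 also: higher score means more depolarization so channel activation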
RGS4 inh: human RGS4 inhibition | AID 463165 | P49798 | HEK293 M3R/RGS4 inducible, Fluo-4 calcium flux; active compounds read high; triggered by carbachol at its EC20 | hit rate 0.45% among 310,000 | B-score at 10 µM;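 active = B-score, a plate-corrected calcium signal, over three deviations above library mean, with baseline fluorescence within five deviations of library mean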;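 also: RGS4 expression induced by doxycycline in cells with stable M3 receptor; B-score is computed from the integrated fluorescence ratio over baseline after carbachol; higher B-score means a larger calcium signal and so more RGS4 inhibition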
Target sequence (P49798 whole entry, looked up): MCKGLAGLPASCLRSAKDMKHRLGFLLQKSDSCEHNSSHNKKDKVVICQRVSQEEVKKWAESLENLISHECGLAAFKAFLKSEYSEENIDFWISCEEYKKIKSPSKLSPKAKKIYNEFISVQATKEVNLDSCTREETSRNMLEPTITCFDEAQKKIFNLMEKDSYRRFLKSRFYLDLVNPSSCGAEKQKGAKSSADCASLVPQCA
TRPC4 agonist: TRPC4 (mouse) channel activation. Q9QUQ5. HEK293 TRPC4beta/mu-opioid, Fluo4 calcium fluorescence; active compounds read high. B-score at 10 µM. hit rate 0.49% among 310,000;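 active = B-score above 5 SD of library B-scores, and initial fluorescence ratio not above library mean plus 5 SD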;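 also: positive B-score marks a calcium rise read as TRPC4 activation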
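Test system: HEK293 cells stably co-expressing mouse TRPC4beta and mu-opioid receptor | Schedule: Fluo4 dye loading 45 min at room temperature, 110 s recording | Measured by: Kinetic Fluo4 calcium fluorescence, 5 s baseline at 1 Hz | Evaluation: B score of integrated ratio | Controls: Buffer (low) and maximal DAMGO (high)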
Active calls of the source: *; i = inactive; . = not tested or not shown.

Values run as follows: TRPC4 potent, MrgX1 PAM, MrgX1 agonist, TRPC6 inh, TRPC4 block, TMEM16A act, MrgX1 antagonist, ANO1 block, TRPC6 act, RGS4 inh, TRPC4 agonist
1) N#C/C(C(=O)N1CCCCC1)=C1/N=C(N)c2ccccc21
→ i, i, i, i, i, i, i, i, i, i, i
2) Cc1ccc(/C=C/C(=O)C2C(=O)c3ccccc3C2=O)cc1
→ i, i, i, i, i, i, i, i, i, i, i
3) COc1ccc(NC(=O)[C@H](C)NC(=O)C2CCN(S(=O)(=O)c3ccc(OC)cc3)CC2)cc1
→ i, i, i, i, i, i, i, i, i, i, i
4) CCc1ccccc1NC(=S)N1CCN(c2ccccc2F)CC1
→ i, i, i, i, i, i, i, i, i, i, i
5) CCN(Cc1ccncc1)C(=O)c1ccc(C)o1
→ i, i, i, i, i, i, i, i, i, i, i
6) O=C(Nc1ccccn1)NC1CCCCC1
→ i, i, i, i, i, i, i, i, i, i, i
7) CC1(C)Oc2ccc3ccc(=O)oc3c2C(N2CCCCC2)C1O (configuration not stated)
→ i, i, i, i, i, i, i, i, i, i, i
8) Cc1ccc(NC(=O)c2cc(S(=O)(=O)N(C)C)ccc2N2CCCC2)cc1S(=O)(=O)N(C)C
→ i, i, i, i, i, i, i, i, i, i, i
9) O=C(Cn1sc2ccccc2c1=O)NC12CC3CC(CC(C3)C1)C2
→ i, i, i, i, i, i, i, i, i, i, i
10) CCOc1ccc(N(CC(=O)NCc2ccccc2)S(=O)(=O)c2c(C)noc2C)cc1
→ i, i, i, i, i, i, i, i, i, i, i
11) C[C@H](NC(=O)[C@H]1N2C(=O)c3ccccc3C2SC1(C)C)C(=O)N1CCN(C)CC1 (some centres not stated)
→ i, i, i, i, i, i, i, i, i, i, i
12) CC(C)CCNC(=O)CN1C(=O)NC(c2ccccc2)(c2ccccc2)C1=O
→ i, i, i, i, i, i, i, i, i, i, i
13) CCOc1ccc(/C=N/N2C(C)CCCC2C)cc1 (configuration not stated)
→ i, i, i, i, i, i, i, i, i, i, i
14) CCOC(=O)/C(C#N)=C1/SC(CC)C(=O)N1c1ccc(C)cc1 (configuration not stated)
→ i, i, i, i, i, i, i, i, i, i, i
15) CCOCc1cnc(C)nc1NCC(=O)c1c(C)[nH]c2cc(C)ccc12
→ i, i, i, i, i, i, i, i, i, i, i
16) COc1ccc(/C=C/C(=O)C2C(=O)C=C(C)OC2=O)cc1O (configuration not stated)
→ i, i, i, i, i, i, -4.7*, i, i, i, i
17) CCN(Cc1ccccc1)C(=O)CCc1nc(-c2ccc(C)cc2)no1
→ i, i, i, i, i, i, i, i, i, i, i
18) CNC(=O)c1c(NC(=O)C2=COCCO2)sc(C)c1C
→ i, i, i, i, i, i, i, i, i, i, i
19) Cc1ccc(C(=O)Nc2ccccc2C(=O)O)cc1S(=O)(=O)NC1CCCCC1
→ i, i, i, i, i, i, i, i, i, i, i
20) Cc1ccccc1C1C(C#N)=C2NC(=O)c3c(sc4c3CCCCC4)N2C2=C1C(=O)CC(C)(C)C2 (configuration not stated)
→ i, i, i, i, i, ., i, i, i, i, i
21) O=C(Nc1nccs1)c1ccccc1N=Cc1ccccc1
→ i, i, i, i, i, i, i, i, i, i, i
22) C/C(=N\NC(=O)CSCc1ccccc1Cl)c1cccc(NC(=O)c2ccccc2)c1
→ i, i, i, i, i, i, i, i, i, i, i
23) COC(=O)c1ccc(-n2c(C)cc(C(=O)COC(=O)CNS(=O)(=O)c3ccc(C)cc3)c2C)cc1
→ i, i, i, i, i, i, i, i, i, i, i
24) O=C(CSc1nc2sc3c(c2c(=O)n1-c1ccccc1)CCCC3)N/N=C/c1ccc(C(=O)O)cc1
→ i, i, i, i, i, i, i, i, i, i, i
25) COc1cccc(-n2c(=S)sc3c(=O)n(-c4ccccc4OC)c(SCC4OCCO4)nc32)c1
→ i, i, i, i, i, i, i, i, i, i, i
26) COc1ccc(C(=O)CC(=O)C(=O)Nc2ccc(C)c(C)c2)cc1
→ i, i, i, i, i, i, i, i, i, i, i
27) O=C(COc1ccccc1)NCC(=O)N/N=C/c1ccc(Cl)cc1
→ i, i, i, i, i, i, i, i, i, i, i
28) Cc1cc(NC(=O)CN(C)S(=O)(=O)c2cnc[nH]2)ccc1Br
→ i, i, i, i, i, i, i, i, i, i, i
29) COc1ccc(Nc2ncnc3sccc23)cc1
→ i, i, i, i, i, i, i, i, i, i, i
30) COCCn1c(SCC(=O)N2CCCC2)nnc1-c1ccco1
→ i, i, i, i, i, i, i, i, i, i, i
31) O=C(NCC1CCCO1)c1ccc(CSCc2cccc(F)c2)o1 (configuration not stated)
→ i, i, i, i, i, i, i, i, i, i, i
32) CCOC(=O)C1(Cc2ccccc2)NC(c2ccccc2F)C2C(=O)N(CC)C(=O)C21 (configuration not stated)
→ i, i, i, i, i, i, i, i, i, i, i
33) CSc1ccc(NC(=O)N2CC=C(n3c(=O)[nH]c4ccccc43)CC2)cc1
→ i, i, i, i, i, i, -4.7*, i, i, i, i
34) CCOc1ccc(N(CCCCO)C(=S)NC(=O)c2ccc(C)c(Br)c2)cc1
→ i, i, i, i, i, i, i, i, i, i, i
35) O=C(O)c1cc(Cl)c(Cl)cc1C(=O)Nc1cccnc1
→ i, i, i, i, i, ., i, i, i, i, i
36) CCOC(=O)c1sc(=S)n(-c2ccc(F)c(F)c2)c1N
→ i, i, i, i, i, i, i, i, i, i, i
37) O=C(c1ccco1)N(Cc1cccc([N+](=O)[O-])c1)c1ccc(Br)cc1
→ i, i, i, i, i, i, i, i, i, i, i
38) COc1ccc(OC)c(C(=O)c2nc3c(n2O)CCCCC3)c1
→ i, i, i, i, i, i, i, i, i, i, i
39) O=C(CCNS(=O)(=O)c1ccc(Br)cc1)NCc1ccc(F)cc1
→ i, i, i, i, i, i, i, i, i, i, i
40) CC(=O)Nc1ccccc1OCCOc1ccc(Br)cc1
→ i, i, i, i, i, i, i, i, i, i, i
41) Cc1ccc(-c2nnc(SCC(=O)Nc3ccc(S(=O)(=O)N4CCCCCC4)cc3)o2)cc1
→ i, i, i, i, i, i, i, i, i, i, i
42) CCc1c(C(=O)Nc2ccc(C)c(C)c2)[nH]c(C)c1C(C)=O
→ i, i, i, i, i, i, i, i, i, i, i
43) OC(COCc1ccccc1)Cn1cnc2ccccc21 (configuration not stated)
→ i, i, i, i, i, i, i, i, i, i, i
44) O=C(CSc1nnc(-c2cccc(Br)c2)o1)N1CCOCC1
→ i, i, i, i, i, i, i, i, i, i, i
45) Cc1cc2oc(C(=O)Nc3ccc(S(N)(=O)=O)cc3)c(C)c2cc1Cl
→ i, i, i, i, i, i, i, i, i, i, i
46) COC(=O)c1cc2oc(C)cc2n1CC(=O)Nc1ccc(C)c(C)c1
→ i, i, i, i, i, i, i, i, i, i, i
47) O=C(NCCCN1CCCC1)Nc1cccc2ccccc12
→ i, i, i, i, i, i, i, i, i, i, i
48) NC(=O)c1nsc(C(=O)N(c2ccccc2F)C(C(=O)NCc2ccccc2)c2ccc(O)cc2)c1N (configuration not stated)
→ i, i, i, i, i, i, i, i, i, i, i
49) COc1ccc(CCNC(=O)/C=C/c2ccco2)cc1
→ i, i, i, i, i, i, i, i, i, i, i
50) CCOC(=O)C1=C(C)NC2=C(C(=O)C(C(=O)OCC)C(c3ccccc3OC)C2)C1c1ccccn1 (configuration not stated)
→ i, i, i, i, i, i, i, i, i, i, i

New compounds follow:
Values run as follows: TRPC4 potent, MrgX1 PAM, MrgX1 agonist, TRPC6 inh, TRPC4 block, TMEM16A act, MrgX1 antagonist, ANO1 block, TRPC6 act, RGS4 inh, TRPC4 agonist
51) COc1cccc(NC(=O)CSC2=NN3CCCC(=O)N=C3S2)c1
→ i, i, i, i, i, i, i, i, i, i, i
52) Cn1c(=O)[nH]c(=O)c2c1nc(SCc1ccccc1Cl)n2CC(N)=O
→ i, i, i, i, i, i, i, i, i, i, i
53) CCC(CC)C(=O)Nc1c2c(nn1-c1ccc(OC)cc1)CS(=O)C2 (configuration not stated)
→ i, i, i, i, i, ., i, i, i, i, i
54) c1ccc(-c2nnc3n2N=C(c2ccc4c(c2)OCO4)CS3)nc1
→ i, i, i, i, i, i, i, i, i, i, i
55) O=C(CC(=O)c1ccccc1)Nc1cccnc1
→ i, i, i, i, i, i, i, i, i, i, i
56) Cc1nn(Cc2ccccc2)c(C)c1NC(=O)c1noc2c1CCc1ccccc1-2
→ i, i, i, i, i, i, i, i, i, i, i
57) O=C(NCCCN1CCCC1=O)c1ccc(OCc2ccccc2)cc1
→ i, i, i, i, i, i, i, i, i, i, i
58) CCc1nnc(NS(=O)(=O)c2ccc(N/C=C/C(=O)c3ccc(OC)cc3)cc2)s1
→ i, i, i, i, i, i, i, i, i, i, i
59) Cc1ccc(S(=O)(=O)N2CCCCC2)cc1C(=O)Nc1ccc(S(=O)(=O)Nc2ncccn2)cc1
→ i, i, i, i, i, i, i, i, i, i, i
60) O=CN1CCN(C(C(=O)NC2CCCCC2)c2ccc(Cl)cc2)CC1 (configuration not stated)
→ i, i, i, i, i, i, i, i, i, i, i
61) CCN(CC)S(=O)(=O)c1cccc(NC2=NCCCCC2)c1
→ i, i, i, i, i, i, i, i, i, i, i
62) Cc1cccc(NC(=O)C2CCCN(C(=O)NCc3ccccc3)C2)c1C (configuration not stated)
→ i, i, i, i, i, i, i, i, i, i, i
63) CC(C)OC(=O)CSc1nc2ccccc2s1
→ ., i, i, ., ., i, i, i, ., ., .
64) c1coc(CNc2ncnc3sc4c(c23)CCCCC4)c1
→ i, i, i, i, i, i, i, i, i, i, i
65) CCOC(=O)CC(NC(=O)CCc1c(C)nc2ncnn2c1C)c1ccc(OC(C)C)cc1 (configuration not stated)
→ i, i, i, i, i, i, i, i, i, i, i
66) Cc1cc(C)c(NC(=O)CN2C(=O)NC(Cc3ccccc3)C2=O)c(C)c1 (configuration not stated)
→ i, i, i, i, i, i, i, i, i, i, i
67) Oc1ccc(-c2nccc(-c3ccc(Cl)cc3Cl)n2)cc1
→ i, i, i, i, i, i, i, i, i, i, i

Screening data (PubChem)
